# 12-LOX inh: blocks human arachidonate 12S-lipoxygenase; P18054; purified 12hLO, xylenol orange hydroperoxide absorbance; Potency, µM (titrated, usually from 108 µM), for inactives: at the top dose activity change, negative = inhibition, most hits filed as inhibitors; 580,000 compounds, 1.1% hits; AID 1671190; note: % is set by controls: 0 for no effect and ±100 for the full control effect
#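 Purified human 12hLO (150 nM final) in 25 mM Hepes, 0.01% Triton X-100, pH 7.0 was preincubated 15 min at room temperature with compound. Then 40 uM arachidonic acid was added, 30 min. Hydroperoxide was read by Fe-XO absorbance ratio 573/405 nm.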
# RGS4 inh: human RGS4 inhibition; P49798; Transcreener GDP fluorescence polarization, RGS4-accelerated GTP hydrolysis; Potency, µM (highest dose often 114 µM), for inactives: at the highest dose activity change, negative = inhibition, usual class: inhibitors; 390,000 compounds, 0.039% hits; note: % is set by controls: 0 for no effect and ±100 for the full control effect; nearly all actives have a fitted effect of over 75% in size; some results filed as inactive show a strong effect at the top dose
#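 MLSMR compounds (23 nl, pin-transferred) preincubated 10 min at room temperature with a 500nM (2x) first reagent, then RGS4 at 900nM (2x) plus Transcreener GDP mix added; fluorescence polarization (620/688 nm) read before and after 90 min at 30 °C.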
# RXFP1 agonist: activates the human relaxin receptor RXFP1 | Q9HBX9 | HEK293T-RXFP1 cAMP TR-FRET, 30 min; response scale: percent of porcine relaxin response, buffer zero | Potency, µM (titrated, usually from 57.5 µM), inactives show top-dose activation, usual class: activators | 370,000 compounds, 0.3% hits | AID 2676; note: % is set by controls: 0 for no effect and ±100 for the full control effect; nearly all actives have a fitted effect of over 60% in size; many of its hits are not listed in these tables
# Target sequence (Q9HBX9 whole entry, looked up): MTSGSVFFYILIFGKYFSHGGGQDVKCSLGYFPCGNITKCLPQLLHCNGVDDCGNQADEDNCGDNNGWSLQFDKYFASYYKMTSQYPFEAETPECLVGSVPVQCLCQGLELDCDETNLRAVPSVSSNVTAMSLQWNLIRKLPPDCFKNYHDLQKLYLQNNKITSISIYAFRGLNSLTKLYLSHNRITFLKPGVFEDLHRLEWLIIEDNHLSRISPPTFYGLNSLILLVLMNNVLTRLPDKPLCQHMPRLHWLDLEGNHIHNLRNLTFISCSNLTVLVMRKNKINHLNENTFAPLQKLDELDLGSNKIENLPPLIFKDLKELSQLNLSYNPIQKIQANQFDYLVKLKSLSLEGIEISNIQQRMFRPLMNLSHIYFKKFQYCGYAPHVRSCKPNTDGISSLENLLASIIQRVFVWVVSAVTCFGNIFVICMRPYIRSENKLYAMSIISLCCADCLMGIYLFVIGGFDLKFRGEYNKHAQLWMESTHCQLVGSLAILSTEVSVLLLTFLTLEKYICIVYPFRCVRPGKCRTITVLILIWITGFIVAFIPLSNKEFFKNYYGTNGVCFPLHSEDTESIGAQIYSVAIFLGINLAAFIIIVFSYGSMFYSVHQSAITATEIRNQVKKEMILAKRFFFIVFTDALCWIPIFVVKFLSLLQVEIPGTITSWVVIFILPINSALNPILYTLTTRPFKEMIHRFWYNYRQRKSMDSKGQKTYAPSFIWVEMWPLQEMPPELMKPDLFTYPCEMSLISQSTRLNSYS
#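 cAMP rise read by TR-FRET after 30 min, 37C compound exposure (up to 58 uM) in RXFP1-transfected HEK293 cells with Ro 20174 present. EC50 from Hill-equation fits, with 29 nM porcine relaxin as 100% and buffer as basal.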
# TrxR1 inh: blocks rat thioredoxin reductase 1; O89049; recombinant rTrxR1, NADPH fluorescence consumption, selenite substrate; 390,000 compounds, 1% hits; Potency, µM (highest dose often 114 µM), for the others: top-dose activity change, negative = inhibition, most hits filed as inhibitors; note: % is set by controls: 0 for no effect and ±100 for the full control effect; nearly all actives have a fitted effect of over 65% in size
#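 Rat TrxR1 (90 nM in the dispensed reagent) was pre-reduced with 400 uM NADPH for 5 min at room temperature, then incubated with compound for 15 min. After 400 uM selenite was added, NADPH fluorescence (Ex 340/Em 450 nm) was followed for 8 min.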
# mIDH1 inhibitor: human IDH1 R132H inhibition. Potency, µM (highest dose often 76.6 µM), for inactives: top-dose activity change, negative = inhibition, hits mostly inhibitors. 390,000 compounds, 0.093% hits. AID 602179. IDH1-R132H enzyme, NADPH consumption, diaphorase/resazurin fluorescence. O75874; note: % is set by controls: 0 for no effect and ±100 for the full control effect; nearly all actives have a fitted effect of over 65% in size
#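 IDH1-R132H (0.5 ug/mL dispensed) in pH 7.5 Tris buffer was preincubated 30 min with compound, then given a substrate mix of 0.016 mM NADPH and 2 mM alpha-KG for 80 min at room temperature; remaining NADPH was read by diaphorase/resazurin fluorescence.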
# USP1-UAF1 inh: blocks the human USP1/UAF1 deubiquitinase complex; O94782; recombinant USP1/UAF1, Ub-Rhodamine cleavage fluorescence; Potency, µM (titrated, usually from 57.1 µM), for the others: at the highest dose activity change, negative = inhibition, most hits filed as inhibitors; 390,000 compounds, 0.23% hits; AID 743255; note: % is set by controls: 0 for no effect and ±100 for the full control effect; nearly all actives have a fitted effect of over 60% in size; inactives centre near -12
#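 Step one: compound is pinned into 1nM USP1/UAF1 in HEPES pH 7.8 buffer with TCEP. Step two: 15 min room-temperature incubation. Step three: Ub-Rho (150nM final) starts cleavage, tracked by fluorescence over six one-minute reads.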
# TrxR1 substrate: substrates of rat thioredoxin reductase 1; O89049; Potency, µM (series often up to 114 µM), for inactives: at the top dose activity change, negative = substrate turnover; 390,000 compounds, 0.01% hits; purified TrxR1 substrate turnover, NADPH consumption readout; AID 588456; note: % is set by controls: 0 for no effect and ±100 for the full control effect; nearly all actives have a fitted effect of over 50% in size
#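 Rat TrxR1, dispensed at 90 nM, was prereduced with 400 uM NADPH (final) for 5 min at ~22 deg C, then incubated with compound 15 min before 400 uM selenite. A first-read NADPH fluorescence drop versus no-compound background flagged substrates.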
# Vif-APOBEC3G blk: blocks the Vif interaction with human APOBEC3G; 410,000 compounds, 0.076% hits; Q9HC16; AID 602310; HeLa A3G-eYFP + Vif (tagged APOBEC3G with the HIV-1 protein that degrades it), YFP fluorescence, overnight; Potency, µM (top dose mostly 46.1 µM), for inactives: at the top dose activity, negative = active, actives largely listed as inhibitors;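 note: % is set by controls: 0 for no effect and ±100 for the full control effect; nearly all actives have a fitted effect of over 60% in size; hits raise eYFP signal because A3G escapes Vif-driven loss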
# Target sequence (Q9HC16 whole entry, looked up): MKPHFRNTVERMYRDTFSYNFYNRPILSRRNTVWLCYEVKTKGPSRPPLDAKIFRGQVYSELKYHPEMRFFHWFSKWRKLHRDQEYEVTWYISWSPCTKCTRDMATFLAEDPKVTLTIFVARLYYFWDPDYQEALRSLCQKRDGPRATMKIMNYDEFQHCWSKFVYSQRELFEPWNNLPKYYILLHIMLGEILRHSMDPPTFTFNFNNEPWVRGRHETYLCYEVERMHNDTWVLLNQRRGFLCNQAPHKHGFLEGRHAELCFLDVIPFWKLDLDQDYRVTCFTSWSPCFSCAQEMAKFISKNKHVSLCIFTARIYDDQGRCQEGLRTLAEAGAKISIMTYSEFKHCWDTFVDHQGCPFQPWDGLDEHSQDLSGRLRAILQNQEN
#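 Read-out is eYFP fluorescence (Ex 488/Em 500-530) from Vif-expressing HeLa A3G-eYFP cells; more signal means A3G escaped Vif-mediated degradation. Cells plated overnight, compound pinned in, incubated overnight at 37 deg C.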
# Vif-APOBEC3F blk: Vif-A3F binding inhibition; 390,000 compounds, 0.2% hits; HeLa A3F-eYFP + Vif (tagged APOBEC3F with the HIV-1 protein that degrades it), YFP fluorescence increase; AID 602313; Potency, µM (top dose mostly 46.1 µM), for the others: top-dose activity, negative = active; note: % of control where 0% means no effect; nearly all actives have a fitted effect of over 65% in size
#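 HeLa cells stably expressing A3F-eYFP plus Vif, plated and incubated overnight at 37 deg C, then exposed to compounds overnight at 37 deg C. Blocked degradation read as raised yellow fluorescence (Ex 488/Em 500-530).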
# Active calls of the source: *; ? = inconclusive; nt = no result given; [ ] = dose if it differs, or a comment. Calls come from the whole dose curve; as a rule, active = well fitted curve in the direction sought with a large enough effect; inconclusive = small, poorly fitted or top-dose-only effect, or another doubt; inactive = no such curve, though single readings can be large; an effect the other way counts as inactive or inconclusive. Potency is the fitted concentration of half-maximal effect. An excerpt; the hit share may differ from the screen's.
# Start of the data: the first 2 entries, ahead of the listing:
SMILES,12-LOX inh,RGS4 inh,RXFP1 agonist,TrxR1 inh,mIDH1 inhibitor,USP1-UAF1 inh,TrxR1 substrate,Vif-APOBEC3G blk,Vif-APOBEC3F blk
O=C(CS(=O)(=O)c1cccc2nsnc12)Nc1ccc(F)cc1F,-19%,1%,1.0%,12%[57.1 µM],-22%,-11%,0%[57.1 µM],-3%,0%
COc1ccccc1-c1noc(-c2ccccc2)n1,-23%,12%,0.9%,-11%,3%,-12%,-14%,1%,-4%

# The listing (from the top)
SMILES,12-LOX inh,RGS4 inh,RXFP1 agonist,TrxR1 inh,mIDH1 inhibitor,USP1-UAF1 inh,TrxR1 substrate,Vif-APOBEC3G blk,Vif-APOBEC3F blk
O=C(CS(=O)(=O)c1cccc2nsnc12)Nc1ccc(F)cc1F,-19%,1%,1.0%,12%[57.1 µM],-22%,-11%,0%[57.1 µM],-3%,0%
COc1ccccc1-c1noc(-c2ccccc2)n1,-23%,12%,0.9%,-11%,3%,-12%,-14%,1%,-4%
CC(C)Oc1ccc(S(=O)(=O)N2CCOCC2)cc1NC(=O)CN1C(=O)c2ccccc2C1=O,15%,7%,nt,24%,6%,-9%,2%,-5%,4%
Cc1cc(C(=O)NC2CCCCC2C)c2ccccc2n1 (stereo not given),180%[activator],-2%,-2.0%,23%,8%,-19%,-1%,0%,0%
Cc1ccccc1CNC(=O)CN(c1cccc([N+](=O)[O-])c1)S(C)(=O)=O,6%,-10%,-0.1%,32%,11%,-18%,4%,1%,0%
CCCCOc1ccc(CN2CCC(O)CC2)cc1,?,-24%,1.2%,11%,8%,5%,1%,-4%,6%
O=C(Nc1ccc2nc3n(c(=O)c2c1)CCCCC3)C(=O)N1CCN(c2ccccc2F)CC1,-6%,-4%[11.4 µM],0.4%,6%,-6%,-22%,-2%,0%,4%
O=c1c2ccccc2sn1-c1ccccc1,0.56µM*,?,0.1%,228%[activator][57.1 µM],-5%,-17%,-17%[57.1 µM],-11%,-13%
COc1ccc2nc(NC(=O)c3cc(=O)c4cc(C)c(C)cc4o3)sc2c1,3%,1%,0.9%,23%,32%,-14%,7%,2%,-8%
CCOc1ccc(OCC)c(NS(=O)(=O)c2c(C(=O)N3CCC(C)CC3)c(C)n(C)c2C)c1,-3%,-14%,2.2%,9%[57.1 µM],18%,-13%,1%[57.1 µM],-3%,1%
CCc1cccc(C)c1N(C(=O)Cn1c(COC)nc2ccccc21)C(C)COC (stereo not given),11%,-4%,-0.8%,13%,-1%,-7%,4%,-2%,nt
CC(C)C(NC(=O)c1cccc(S(=O)(=O)N2CCOCC2)c1)C(=O)NCCc1ccccn1 (stereo not given),7%,-14%,0.2%,1%,2%,3%,1%,-3%,nt
COc1cccc(CNC(=O)c2cc(-c3cccc(OC)c3)n[nH]2)c1,0%,5%,1.6%,18%,16%,-5%,0%,-6%,0%
CCOC(=O)[C@H]1[C@H]2COc3ccc(Br)cc3[C@@H]2N2C(=O)CN(Cc3ccc(F)cc3)C(=O)[C@@]12C,?,-3%,1.5%,19%[57.1 µM],10%,-38%,-7%[57.1 µM],-14%,0%
O=C(Nc1ccc(F)cc1F)C1CCN(C(=O)c2cnn(-c3ccccc3)c2-n2cccc2)CC1,-8%,2%,5.6%,-1%,16%,-11%,2%,3%,9%
O=C(Nc1ccccn1)C1(c2ccccc2)CCCC1,-9%,14%,2.1%,33%[activator],5%,-18%,11%,0%,-8%
O=S(=O)(c1cnc(Cl)c(Cl)c1)N1CCc2ccccc21,-1%,15%,0.7%,-21%,5%,-19%,-1%,?,-25%
CC1CC(C)CN(C(=O)CN2C(=O)NC3(CCCCCC3)C2=O)C1 (stereo not given),7%,-2%,nt,1%[2.29 µM],3%,-6%,-9%[57.1 µM],0%,1%
Nc1nnnn1/N=C/c1cccs1,2%,22%,-0.2%,-8%,3%,-12%,-13%,-1%,0%
CC(C)Sc1n[nH]c(=O)n1-c1ccccc1,21%,-5%,0.3%,11%,-8%,-6%,-4%,1%,1%
N#Cc1c(SCC(=O)Nc2ccccc2C(F)(F)F)sc2c(O)cc(=O)[nH]c12,-7%,-28%,3.5%,-9%,-1%,?,-1%,-6%,-7%
O=C1Cc2cc(NS(=O)(=O)c3cc(F)ccc3F)cc3c2N1CCC3,nt,-19%,1.1%,7%[57.1 µM],-2%,-12%,3%[57.1 µM],0%,2%
CCC(=O)N1CCc2cc(Br)cc(S(=O)(=O)NCCN3CCCCC3CC)c21 (stereo not given),0%,-21%,0.5%,-5%,-5%,-22%,9%,3%,2%
Cc1cccc2sc(N3CCN(C(=O)C4COc5ccccc5O4)CC3)nc12 (stereo not given),-5%,-6%,1.8%,6%[57.1 µM],-9%,-20%,1%[57.1 µM],1%,-15%
O=C(C(=O)N1CCOCC1)c1c[nH]c2ccccc12,5%,33%,-0.9%,6%[57.1 µM],-4%,-15%,0%[57.1 µM],-2%,5%
Cc1nc2c(ccc3nc(NC(=O)Cc4ccccc4)sc32)s1,-29%,-19%,-0.1%,22%,-2%,-15%,3%,?,-1%
COc1ccc(-c2csc3nc(-c4ccc(F)cc4)oc(=O)c23)cc1OC,-21%,9%,2.0%,13%,0%,-17%,-1%,2%,-3%
COC(=O)c1ccc(C(=O)OC)c(NS(C)(=O)=O)c1,23%,-13%,1.9%,30%,8%,-14%,20%,-3%,-5%
COc1ccc(-n2c(SCC#N)nnc2-c2ccc(NS(=O)(=O)c3ccc(C)cc3)cc2)cc1,nt,1%,1.6%,1%,-2%,-3%,-9%,-5%,1%
Cc1ccc(S(=O)(=O)N(C)c2ccc(OCC(=O)N3CCCCC3)cc2)cc1,-12%,1%,3.0%,-3%,2%,-2%,-3%,-2%,5%
CCCC(C(=O)NC1CCCC1)N(Cc1ccc(OC)cc1)C(=O)c1snc(C(N)=O)c1N (stereo not given),-9%,-7%,5.6%,12%,2%,-19%,13%,-5%,-2%
COc1ccc(-c2[nH]nc3oc(=O)c(CCO)c(C)c23)cc1,-3%,3%,-4.0%,-2%[57.1 µM],2%,-10%,-7%[57.1 µM],-5%,11%
CCNc1nc(Cl)nc(NNC(=O)C(C)Oc2ccccc2)n1 (stereo not given),16%,47%,-0.4%,-2%,4%,-10%,-2%,-5%,-3%
CCOc1cc(N2CCOCC2)c(OCC)cc1NC(=O)c1ccccc1C,-20%,-17%,0.8%,20%[57.1 µM],7%,-1%,4%[57.1 µM],-2%,-2%
Cc1csc(NC(=O)Cc2nn(C)c(=O)c3ccccc23)n1,-20%,19%,-0.2%,10%[57.1 µM],1%,-17%,9%[57.1 µM],-5%,3%
Cc1ccc(C(=O)NNC(=O)CCCCC(=O)NNC(=O)c2ccc(C)cc2)cc1,-3%,-12%,0.7%,-6%,12%,-10%,-10%,-6%,0%
COc1cc(C)c(Cl)cc1S(=O)(=O)NCCCN1CCOCC1,13%,-3%,-0.3%,3%,5%,-19%,-10%,-6%,3%
O=C(CCNC(=O)C1CCN(S(=O)(=O)c2ccccc2)CC1)NCc1cccnc1,-1%,nt,nt,nt,-2%,0%,nt,0%,-7%
NC(=O)C1(N2CCCCC2)CCN(C(=O)Nc2ccc(Cl)c(Cl)c2)CC1,-15%,1%,-0.1%,-2%,nt,-15%,-4%,nt,nt
CCOC(=O)c1c(NC(=O)C2Cc3ccccc3C(=O)O2)sc2c1CCCC2 (stereo not given),-11%,-35%,nt,16%,2%,-19%,9%,0%,3%
Cc1ccc(N=Nc2ccc(O)cc2)c(Br)c1,3%,13%,-0.4%,7%[57.1 µM],-1%,-18%,1%[57.1 µM],-7%,-9%
CC(=O)NCC(=O)NC1(C(=O)NC2CCCC2)CCCCC1,30%,-7%,-0.4%,-2%,11%,-3%,-5%,-2%,-4%
CCOC(=O)c1cc(-c2ccc(F)cc2)n(CCC(=O)NC2CCCCC2)c1C,-25%,11%,-0.1%,8%[57.1 µM],0%,1%,-5%[57.1 µM],3%,3%
COc1ccc(Cl)cc1N(CC(=O)N1CCN(Cc2ccccc2)CC1)S(C)(=O)=O,8%,31%,-0.6%,-23%[57.1 µM],-6%,-13%,9%[57.1 µM],1%,-8%
C[C@@H]1COC(=O)[C@H](CC(=O)OC(C)(C)C)C/C=C\C[C@H](CC(=O)NCCO)C(=O)N1,7%,-2%,nt,9%[57.1 µM],-2%,-1%,-3%[57.1 µM],6%,3%
CC(C)C[C@H](NC(=O)c1[nH]cnc1C(=O)N[C@@H](C)C(=O)OC(C)(C)C)C(=O)OCc1ccccc1,14%,15%,-0.1%,-1%[57.1 µM],1%,-23%,-4%[57.1 µM],-27%,-1%
Cc1c(C(=O)NCc2ccc3c(c2)OCO3)oc2ccc(S(=O)(=O)N3CCCCC3)cc12,10%,11%,1.2%,34%,5%,-6%,17%,4%,-2%
COc1ccccc1NC(=O)NNC(=O)CCN1CCOCC1,167%[activator],4%,3.2%,21%,-13%,-16%,-1%,3%,1%
C[C@@H]1CCCCO[C@@H](CN(C)S(=O)(=O)c2cn(C)cn2)[C@@H](C)CN([C@H](C)CO)C(=O)c2cc(NC(=O)Nc3ccc(C(F)(F)F)cc3)ccc2O1,?,nt,nt,nt,13%,-30%,nt,-5%,6%
CCC1CCCCN1CC(=O)N1CCCc2c1c(=O)oc1ccc(OCc3ccccc3)cc21 (stereo not given),?,-9%,2.9%,-4%,18%,-11%,8%,2%,3%

# Assay outcomes as filed in PubChem BioAssay.
